From PubChem
STEP inh: blocks human striatal-enriched tyrosine phosphatase; AID 588621; P54829; recombinant STEP, OMFP fluorogenic substrate, fluorescence; hit rate 0.25% among 360,000; inhibition, % at 20 µM;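 active means inhibition at 20 µM, scaled per plate between control wells, above about 37%, limit read from the data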;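 further: 0% = DMSO with enzyme and substrate and 100% = substrate only without enzyme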
Target sequence (P54829 whole entry, looked up): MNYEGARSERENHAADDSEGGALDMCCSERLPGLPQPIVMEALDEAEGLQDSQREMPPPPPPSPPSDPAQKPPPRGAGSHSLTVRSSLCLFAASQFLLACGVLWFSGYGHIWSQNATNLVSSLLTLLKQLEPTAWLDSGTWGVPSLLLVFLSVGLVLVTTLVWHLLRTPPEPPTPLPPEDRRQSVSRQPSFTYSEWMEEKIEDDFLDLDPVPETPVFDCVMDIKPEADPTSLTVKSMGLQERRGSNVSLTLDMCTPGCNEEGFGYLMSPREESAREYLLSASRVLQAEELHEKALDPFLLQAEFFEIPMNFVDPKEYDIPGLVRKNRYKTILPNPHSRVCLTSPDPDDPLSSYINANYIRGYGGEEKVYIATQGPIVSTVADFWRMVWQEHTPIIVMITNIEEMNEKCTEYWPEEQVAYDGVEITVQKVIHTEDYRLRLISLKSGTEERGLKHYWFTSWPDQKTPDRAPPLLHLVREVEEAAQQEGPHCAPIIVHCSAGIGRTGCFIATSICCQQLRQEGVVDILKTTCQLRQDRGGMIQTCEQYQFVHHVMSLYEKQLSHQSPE
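System: STEP (striatal-enriched tyrosine phosphatase) enzyme, cell-free; medium: Bis-Tris pH 6.0 buffer with DTT, detergent; dosing: 20 µM, 1% DMSO; times: reaction 20 min, ambient temperature; detection: fluorescence, 480/540 nm; read-out basis: normalized % inhibition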
MT1-MMP act inh: blocks activation of human MT1-MMP | hit rate 0.061% among 360,000 | GFP/RFP ratio change, % at 20 µM | HT1080 RFP-PRO-GFP cells, GFP/RFP ratio fluorescence, overnight; percent of plate control window, DMSO zero;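 active means GFP/RFP ratio change of at least 30% with cell ATP level not reduced by more than half and red fluorescence within 50% of control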; further: strong numbers were not always called active
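Assay system: RFP-PRO-GFP reporter HT1080 cells; read-out basis: GFP/RFP fluorescence ratio; benchmarks: DMSO wells and RFP-L50D-GFP cells; doses: 20 µM single dose, 1% DMSO; schedule: overnight cell settling, then overnight compound exposure, 37 °C, 5% CO2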
Rpn11 inh: blocks the human proteasome subunit Rpn11; human 26S proteasome, Ub4-pepOG fluorescence polarization; 20S core pre-blocked with epoxomicin; calls only at 20 µM; hit rate 0.59% among 360,000;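 active means inhibition at 20 µM, scaled to each plate's controls, above about 33%, limit read from the data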
NadD block: NadD (S. aureus) enzyme inhibition. purified NadD enzyme, colorimetric absorbance read-out. inhibition, % at 20 µM. hit rate 0.78% among 360,000; in the data active means inhibition above about 26%; further: some compounds past the cut are filed as inactive
SKN-1 inh: inhibitors of C. elegans SKN-1; AID 624304; C. elegans VP596 Pgst-4::GFP/RFP ratio, acrylamide-induced, 24 h; inhibition, % at 21.8 µM; hit rate 0.49% among 360,000;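 active means interference check ratio from 0.5 to 1.5 plus GFP to RFP signal ratio inhibition reaching or exceeding a fixed threshold, cut at about 30% in these data, passing the limit was not always enough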; further: some compounds called inactive have numbers as strong as hits
CendR NRP1 mod: NRP-1/CendR interaction modulation; O14786; FAM-RPARPAR peptide binding to NRP-1, fluorescence polarization; inhibition, % at 25 µM; hit rate 0.85% among 360,000; AID 602438;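 active means inhibition or corrected inhibition above about 18%, plus a signal ratio from 0.5 to 1.5, limit read from the data, passing the limit was not always enough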; further: strong numbers were not always called active
SUMO1-SIM PPI: alters human SUMO1 binding to SIM partners; P63165; SUMO1 binding to a labelled peptide, TR-FRET, 1 h; inhibition, % at 20 µM; hit rate 0.33% among 360,000; AID 602429; in the data active means inhibition above about 37%
Target sequence (P63165 whole entry, looked up): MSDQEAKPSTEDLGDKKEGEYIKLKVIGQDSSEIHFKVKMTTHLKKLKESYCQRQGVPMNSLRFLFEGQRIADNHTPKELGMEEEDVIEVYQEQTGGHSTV
Scp-1 inhibitor: inhibitors of human Scp-1 phosphatase; Q9GZU7; Recombinant Scp1, phosphopeptide, malachite green phosphate absorbance; inhibition, % at 20 µM; hit rate 0.88% among 340,000; AID 493091;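 active means inhibition above about 50% at 20 µM, limit read from the data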;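 further: plate controls were DMSO wells with enzyme for no effect and wells lacking enzyme for full effect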
Target sequence (Q9GZU7 76-261 limits assumed): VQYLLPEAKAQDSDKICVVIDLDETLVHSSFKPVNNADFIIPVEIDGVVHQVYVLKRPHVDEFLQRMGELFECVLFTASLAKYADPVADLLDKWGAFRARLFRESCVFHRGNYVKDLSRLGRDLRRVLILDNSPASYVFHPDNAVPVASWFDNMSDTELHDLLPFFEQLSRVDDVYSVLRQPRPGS
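Test system: SCP-1 catalytic domain; Buffer or medium: Acidic Tris acetate buffer with magnesium and detergent; Also added: Phosphorylated 17-residue peptide substrate; Compound: single 20 µM dose, 1% DMSO; Schedule: enzyme reaction 45 min at room temperature, colour 5 min, stabilisation 30 min; Signal: Phosphate-binding colour reagent, absorbance read at 630 nm.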
DNMT1 block: inhibitors of human DNMT1 | P26358 | DNMT1 molecular beacon, Hinp1I cleavage, fluorescence | inhibition (reported as % activation of signal), % at 10 µM | hit rate 0.83% among 360,000 | AID 588458; in the data active means inhibition above about 50%
LMPTP inh: blocks human LMPTP phosphatase; P24666; recombinant LMPTP-A, OMFP fluorogenic substrate, fluorescence intensity; inhibition, % at 20 µM; hit rate 0.22% among 360,000;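 active means compounds that cut the enzyme signal by at least half of the control window in the single-dose screen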;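 further: plate controls were DMSO wells with enzyme plus substrate for no effect and substrate without enzyme for full effect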
Target sequence (P24666 whole entry, looked up): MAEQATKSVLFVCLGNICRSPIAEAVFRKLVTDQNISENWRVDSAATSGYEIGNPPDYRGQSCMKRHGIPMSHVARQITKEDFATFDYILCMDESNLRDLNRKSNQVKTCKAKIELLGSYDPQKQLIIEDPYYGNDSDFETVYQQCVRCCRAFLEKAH
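Material: LMPTP-A; amount: 0.625 nM enzyme; doses: single 20 µM dose; times: reaction 50 min, room temperature, dark; technique: fluorescence intensity of OMFP turnover product; benchmarks: no-enzyme and uninhibited controls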
* marks the source's active call; other numbers are inactive results; i = inactive; . = no result given.

SMILES	STEP inh	MT1-MMP act inh	Rpn11 inh	NadD block	SKN-1 inh	CendR NRP1 mod	SUMO1-SIM PPI	Scp-1 inhibitor	DNMT1 block	LMPTP inh
Cc1cc(C)cc(NC(=O)Nc2ccccc2N2CCCCC2)c1	1	-1	i	2	6	17	-1	-1	-1	1.8
Cn1c(=O)oc2cc(S(=O)(=O)NCc3ccco3)ccc21	-3	-1	i	0	-17	-6	0	6	5	-0.2
O=S(=O)(/N=C(/Nc1ccccc1)C(F)(F)F)c1ccccc1	2	4	i	-5	7	10	5	-12	-1	-1.5
O=c1c2cc(Br)ccc2nc(-c2cccc(C(F)(F)F)c2)n1O	-2	-14	i	13	1	-6	7	-18	3	-2.3
CC1CCCN(S(=O)(=O)c2ccc3c(c2)c(=O)nc2ccc(Cl)cn23)C1 (stereo not given)	-2	-3	i	13	7	-2	-11	1	-1	0.0
CCOC(=O)c1c(NC(=O)CSC(=S)N(C)C)sc(C)c1C	1	0	i	-1	-4	12	6	-7	0	0.1
Cc1nnc(NC(=O)CSCc2c(C)noc2C)s1	-1	-2	i	3	8	-5	0	-2	0	-0.4
Cc1ccc(Cn2ncc3c(NCCCN4CCOCC4)ncnc32)cc1	0	12	i	-1	0	9	1	1	-3	-1.1
COc1ccc(CNC(=O)CN(Cc2ccc(F)cc2)C(=O)c2csnn2)cc1	1	-1	i	-6	2	7	12	-11	1	-1.2
COc1cccc(NC(=O)c2ccc(CN3CCc4ccccc4C3)cc2)c1	-1	5	i	3	-1	-4	0	-2	-9	-1.6
O=CN1CCN(S(=O)(=O)c2ccc(S(=O)(=O)NC3CCCCC3)cc2)CC1	1	-3	i	2	-11	5	3	-4	3	-0.3
O=C(NN1C(=O)/C(=C\c2cccnc2)SC1=S)C(c1ccccc1)c1ccccc1	1	0	i	26	-21	0	2	9	7	0.5
Cc1cc(C(=O)NNc2ccccc2F)no1	-2	1	i	1	5	-16	5	-7	-7	-0.9
COc1cccc(C2=NO[C@@H]3C(=O)N(c4ccc5c(c4)OCCO5)C(=O)[C@H]23)c1OC	0	0	i	-6	17	-19	0	-12	-12	-1.6
CCN1C(=O)/C(=C/C=C2/Sc3ccc4ccccc4c3N2CCO)SC1=S	0	29	i	9	31	-68	41*	-16	12	-1.4
O=C1C(=Cc2ccccc2[N+](=O)[O-])Cc2ccccc21	0	-32	i	-3	-2	-4	-15	.	-4	-2.1
CS(=O)(=O)Nc1cccc(C(=O)CC2(O)C(=O)Nc3ccccc32)c1 (stereo not given)	1	-2	i	-2	-3	-1	-10	-1	0	-0.1
Cc1ccccc1-c1nc(CS(=O)(=O)CC(=O)NCCCN2C(C)CCCC2C)c(C)o1 (stereo not given)	1	4	i	-2	10	-12	-35	-1	-4	-1.4
CN(C)c1ccc(C2Nc3ccccc3C(=O)N2CCCN2CCOCC2)cc1 (stereo not given)	2	0	i	-2	-7	5	4	-5	0	-2.1
COc1ccccc1/C=C1\SC(=S)N(CCC(=O)NNC(=O)c2ccccc2OC)C1=O	1	-3	i	26	-2	-6	-6	-12	0	1.2
CCOC(=O)CC1C(=O)NCCN1C(=O)c1c(Cl)cccc1Cl (stereo not given)	1	2	i	-2	7	10	-1	-6	1	-1.2
CCCCn1c(Cc2ccccc2)nnc1SCC(=O)N1CCOCC1	-3	2	i	-2	27	-2	1	-6	0	-1.4
Cc1ccc(OCC(=O)NNC(=O)c2ccc(NC(=O)C3CC3)cc2)c(C)c1	0	-1	i	-4	8	5	0	-8	0	-1.8
Nc1c(NCCN2CCOCC2)c2ccccc2oc1=O	-4	2	i	0	-1	0	8	8	-1	-0.6
CC1CC1C(=O)N(C)CC(=O)Nc1ccccc1Br (stereo not given)	0	-2	i	-2	9	3	-1	-5	3	-1.8
O=C(/C=C/c1ccc(Cl)cc1)NC1CCS(=O)(=O)C1 (stereo not given)	-4	2	i	-4	7	8	-7	1	7	0.3
COc1ccc(NC(=O)c2cc(-c3cc(C)cc(F)c3)n[nH]2)cc1OC	-2	-1	i	4	12	-3	15	.	0	2.5
Cc1ccccc1OCc1nc2ccccc2c(=O)n1NC(=O)c1ccco1	-4	-1	i	-4	-23	-5	-4	-1	-3	-1.7
Cc1ccc(C(=O)CNc2ccc(Cl)cc2)cc1	21	4	i	1	8	-8	0	25	13	-0.3
CCOC(=O)c1ccc(NC(=S)Nc2cccc(C)n2)cc1	4	1	i	3	-1	12	-5	3	5	-0.3
CC(Sc1nnc(-c2ccco2)n1C)C(=O)N1C(C)CCCC1C (stereo not given)	3	0	i	-4	-5	10	4	-7	4	-0.9
O=C(Cn1c(C(F)(F)F)nc2ccccc21)OCC(=O)c1c[nH]c2ccccc12	-2	0	i	0	8	-15	2	1	-25	-0.5
COc1cccc(NC(=S)N(CCCN2CCCC(C)C2)Cc2cccs2)c1 (stereo not given)	0	3	i	-2	12	-4	5	-3	1	-1.5
O=C(NCc1cccnc1)c1cccc(S(=O)(=O)N2CCCCC2)c1	-2	2	i	-4	5	-4	4	-8	-2	-2.4
CSc1ccc(/C=N/NC(=O)CN2CCN(Cc3ccccc3)CC2)cc1	-3	-2	i	2	-3	-1	-4	-3	-3	-1.8
CCNC(=O)N1c2ccc(OC)cc2C(C)=CC1(C)C	-1	-2	i	-1	24	-4	1	5	0	-2.4
O=C(NC1CCCC1)C(c1ccco1)N(C(=O)c1csnn1)c1ccccc1 (stereo not given)	1	-2	i	-4	9	14	3	-3	1	-1.0
COc1cccc(N=C(N)N=C(N)N)c1	-2	.	i	0	-5	-12	3	-5	-4	1.3
O=C(CN1CCOCC1)Nc1ncc(Cc2cccc(Cl)c2Cl)s1	1	-2	i	-3	11	-1	3	3	-3	0.6
c1ccc(-c2noc(CCC3CCCC3)n2)cc1	-2	-5	i	0	5	7	-3	-5	0	-0.3
O=C(O)C1=C[C@@H](c2ccc(C(F)(F)F)cc2)C[C@@H](OCCCCO)O1	2	0	i	2	4	28*	-4	-6	-1	0.4
CCCCN(C=O)c1c(CC)nc2ccc(C(=O)NCCc3c[nH]c4ccccc34)cn12	0	1	i	9	8	-4	2	.	-2	0.2
CC1CCN(CCOCCOc2ccc(Br)cc2Cl)CC1	-12	3	i	-9	3	-6	-1	-5	2	-1.6
O=C1NCCc2c1[nH]c1ccccc21	2	3	i	3	4	1	-3	-2	-9	-0.7
O=S(=O)(c1ccccc1)c1nnn2c1nc(NC1CCN(Cc3ccccc3)CC1)c1cc(Cl)ccc12	12	1	i	27	10	-13	-13	6	-1	27

Among those listed so far, 4 contain a CF3 group:
SMILES	STEP inh	MT1-MMP act inh	Rpn11 inh	NadD block	SKN-1 inh	CendR NRP1 mod	SUMO1-SIM PPI	Scp-1 inhibitor	DNMT1 block	LMPTP inh
O=S(=O)(/N=C(/Nc1ccccc1)C(F)(F)F)c1ccccc1	2	4	i	-5	7	10	5	-12	-1	-1.5
O=c1c2cc(Br)ccc2nc(-c2cccc(C(F)(F)F)c2)n1O	-2	-14	i	13	1	-6	7	-18	3	-2.3
O=C(Cn1c(C(F)(F)F)nc2ccccc21)OCC(=O)c1c[nH]c2ccccc12	-2	0	i	0	8	-15	2	1	-25	-0.5
O=C(O)C1=C[C@@H](c2ccc(C(F)(F)F)cc2)C[C@@H](OCCCCO)O1	2	0	i	2	4	28*	-4	-6	-1	0.4

The listing picks up; the 2 compounds before the break are reprinted first.
SMILES	STEP inh	MT1-MMP act inh	Rpn11 inh	NadD block	SKN-1 inh	CendR NRP1 mod	SUMO1-SIM PPI	Scp-1 inhibitor	DNMT1 block	LMPTP inh
O=C1NCCc2c1[nH]c1ccccc21	2	3	i	3	4	1	-3	-2	-9	-0.7
O=S(=O)(c1ccccc1)c1nnn2c1nc(NC1CCN(Cc3ccccc3)CC1)c1cc(Cl)ccc12	12	1	i	27	10	-13	-13	6	-1	27
CCOC(=O)N1CCC2(CC1)C(C#N)=C(N)Oc1n[nH]c(C)c12	-1	2	i	4	8	5	-1	-5	-2	-0.8
COC(=O)C(Cc1c[nH]c2ccccc12)NC(=O)c1ccccc1Br (stereo not given)	0	-2	i	-1	0	0	11	-2	1	-1.3
CN1CCN(C(=S)Nc2cc(S(=O)(=O)N3CCOCC3)ccc2Cl)CC1	-6	0	i	-6	7	1	2	-5	-2	-2.5
CCCCOc1ccccc1-c1cc(C(=O)O)[nH]n1	-4	-2	i	3	3	-5	3	-15	0	-0.9
COc1ccc(OC)c(S(=O)(=O)Nc2cc(C(=O)O)ccc2N2CC3CC(C2)c2cccc(=O)n2C3)c1 (stereo not given)	0	1	i	2	8	16	0	-9	1	-1.0
CC(C)N(Cc1cc2ccccc2[nH]c1=O)C(=O)c1ccco1	1	1	i	3	8	7	-1	-3	3	2.1
Cc1ccc(NC(=O)CN(C)C(=O)C2COc3ccccc3O2)cc1 (stereo not given)	1	3	i	-4	4	1	-2	-26	-2	0.6
COc1cccc(CNS(=O)(=O)c2ccc(N3CCCC3=O)cc2)c1	-1	6	i	-2	6	6	-5	3	-1	-0.9
Oc1ccc(-c2cccc(-c3ccc(O)cc3)n2)cc1	-6	0	i	-6	17	7	7	5	-8	2.3
O=C1CC2CC1C(C(=O)O)C2C(=O)O (stereo not given)	-2	0	i	2	4	4	4	15	15	-0.3
O=C(Nc1ccncc1)Nc1ccncc1	-2	-4	i	0	9	6	10	-1	0	10
CC1CCCC(C)N1C(=O)C1CC(c2ccc(F)cc2)=NO1 (stereo not given)	-3	3	i	-5	-43	2	1	-2	-3	1.8
C=CCOc1cccc(C2/C(=C(\O)c3ccc4c(c3)OCCO4)C(=O)C(=O)N2CCN2CCOCC2)c1 (stereo not given)	-2	0	i	4	7	4	-12	-4	0	-0.9
O=C(c1ccco1)N1CCN(C(=O)c2cccs2)CC1	0	-4	i	4	-1	-6	-1	2	-5	-1.6
Cc1ccc(-n2nnnc2SCC(=O)Nc2ccc3c(c2)OCCO3)cc1C	-9	6	i	-29	-2	12	-1	0	1	-0.3
CNC(=S)N1N=C(c2cccs2)CC1c1ccc(F)cc1 (stereo not given)	0	-6	i	-10	13	-3	-22	-10	-2	0.9
Cn1nnnc1SCc1nc2scc(-c3ccc(Cl)cc3)c2c(=O)[nH]1	-2	-37	.	16	0	-73	-4	-5	-1	0.7
COc1ccccc1OCCNc1cc(N2CCCCC2)ccc1[N+](=O)[O-]	2	0	i	0	6	10	-23	-4	-2	3.3
CC(C)Cc1nnc(NC(=O)c2cc(S(=O)(=O)N(C)C)ccc2N2CCCC2)s1	0	1	i	5	-9	9	3	-5	0	-1.3
O=C1OCCN1c1c(-c2ccccc2)c(-c2cccs2)nc2c(-c3ccccc3)cccc12	2	5	i	27	3	7	-33	-17	1	4.1
